# Screens deposited in PubChem BioAssay by several laboratories.
# NadD block: inhibitors of Staphylococcus aureus NadD; purified NadD enzyme, colorimetric absorbance read-out; inhibition, % at 20 µM; 360,000 tested, 0.78% active; in the data active = inhibition above about 26%; note: some compounds past the cut are filed as inactive
# Scp1 inh: inhibitors of human Scp-1 phosphatase | inhibition, % at 20 µM | Q9GZU7 | Recombinant Scp1, phosphopeptide, malachite green phosphate absorbance | 340,000 tested, 0.88% active;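 active = inhibition above about 50% at 20 µM, limit read from the data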;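 note: plate controls were DMSO wells with enzyme for no effect and wells lacking enzyme for full effect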
# Target sequence (Q9GZU7 76-261 limits assumed): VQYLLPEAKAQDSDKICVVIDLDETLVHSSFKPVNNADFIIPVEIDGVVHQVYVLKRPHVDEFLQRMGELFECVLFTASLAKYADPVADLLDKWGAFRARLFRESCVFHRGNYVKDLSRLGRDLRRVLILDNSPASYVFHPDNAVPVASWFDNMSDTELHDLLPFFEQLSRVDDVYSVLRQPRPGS
#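 Times: enzyme reaction 45 min at room temperature, colour 5 min, stabilisation 30 min. Material: SCP-1 catalytic fragment, aa 76-261. Medium: Acidic Tris acetate buffer with magnesium and detergent. Signal: colorimetric free-phosphate detection, absorbance 630 nm. Read-out basis: % inhibition of SCP-1 phosphate liberation. Reagent: Phosphorylated 17-residue peptide substrate.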
# CSN inh: CSN deneddylation inhibition | Purified CSN, SCF-Nedd8-OG deneddylation, fluorescence polarization | inhibition, % at 12.5 µM | 360,000 tested, 0.38% active;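 active = pattern-corrected inhibition above about 35%, with an unprinted fluorescence ratio check between 0.5 and 1.5, limit read from the data, passing the limit was not always enough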;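 note: 0% = enzyme with substrate and 100% = substrate without enzyme; some results filed as inactive read as strong as hits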
# Target sequence (Q92905 whole entry, looked up, one chain of several): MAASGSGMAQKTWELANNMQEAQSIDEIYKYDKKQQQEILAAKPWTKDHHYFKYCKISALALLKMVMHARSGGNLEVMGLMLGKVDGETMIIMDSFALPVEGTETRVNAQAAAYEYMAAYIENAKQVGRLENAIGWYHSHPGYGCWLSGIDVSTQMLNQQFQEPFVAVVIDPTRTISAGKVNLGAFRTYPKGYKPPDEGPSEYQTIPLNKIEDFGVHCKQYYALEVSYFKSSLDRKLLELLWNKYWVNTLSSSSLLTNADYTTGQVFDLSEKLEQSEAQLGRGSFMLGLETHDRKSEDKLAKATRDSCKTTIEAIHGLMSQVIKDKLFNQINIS
#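 Test system: Human Csn5 produced in HEK293T cells | Compound: 12.5 µM single point | Times: 90 min, room temperature | Signal: Fluorescence polarization readout | Read-out basis: % inhibition of substrate cleavage by Csn5 | Controls: no-enzyme wells high, enzyme-with-substrate wells low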
# LMPTP block: blocks human LMPTP phosphatase; inhibition, % at 20 µM; P24666; 360,000 tested, 0.22% active; recombinant LMPTP-A, OMFP fluorogenic substrate, fluorescence intensity;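 active = compounds that cut the enzyme signal by at least half of the control window in the single-dose screen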;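 note: plate controls were DMSO wells with enzyme plus substrate for no effect and substrate without enzyme for full effect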
# Target sequence (P24666 whole entry, looked up): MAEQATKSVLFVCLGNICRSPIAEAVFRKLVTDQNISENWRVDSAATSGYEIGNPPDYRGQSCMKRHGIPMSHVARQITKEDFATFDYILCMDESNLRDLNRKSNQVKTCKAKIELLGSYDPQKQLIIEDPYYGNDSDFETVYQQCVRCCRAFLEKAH
#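 Test system – LMPTP-A enzyme · Amount – LMPTP-A at 0.625 nM final in the reaction · Buffer or medium – Bis-Tris pH 6.0, DTT, detergent · Reagent – OMFP 400 µM · Doses – single 20 µM dose · Schedule – reaction 50 min, room temperature, dark · Detection – fluorescence intensity of OMFP turnover product · Evaluation – percent inhibition versus substrate-only and uninhibited controls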
# STEP inh: blocks human striatal-enriched tyrosine phosphatase; P54829; recombinant STEP, OMFP fluorogenic substrate, fluorescence; inhibition, % at 20 µM; 360,000 tested, 0.25% active;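 active = inhibition at 20 µM, scaled per plate between control wells, above about 37%, limit read from the data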;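 note: 0% = DMSO with enzyme and substrate and 100% = substrate only without enzyme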
#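 System: STEP phosphatase, cell-free reaction; Buffer or medium: Bis-Tris pH 6.0 buffer with DTT, detergent; Incubation: 20 min at room temperature, dark; Measured by: fluorescence, 480/540 nm.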
# Tb MetRS inh: blocks T. brucei methionyl-tRNA synthetase activity | purified T. brucei MetRS, ATP depletion, Kinase-Glo luminescence | inhibition, % at 11.9 µM | 360,000 tested, 0.4% active | AID 624268;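 active = inhibition above a per-plate cutoff of the control wells' mean inhibition plus 3 SD, cut at about 5.5% in these data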;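 note: 0% = DMSO wells median and 100% = median of wells with control inhibitor compound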
#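 technique = Kinase-Glo luminescence, ATP depletion format | system = purified MetRS (methionyl-tRNA synthetase) enzyme from Trypanosoma brucei | timing = 15 min preincubation, 2 h reaction, all 25 °C | evaluation = percent inhibition versus plate control medians | dosing = single dose, 11.9 µM final nominal, 0.9% final DMSO | also added = substrates ATP, L-methionine and bulk Escherichia coli tRNA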
# DNMT1 inh: blocks human DNA methyltransferase DNMT1; P26358; DNMT1 molecular beacon, Hinp1I cleavage, fluorescence; inhibition (reported as % activation of signal), % at 10 µM; 360,000 tested, 0.83% active; AID 588458; in the data active = inhibition above about 50%
# MsrA inh: bovine MsrA inhibition. inhibition, % at 15.5 µM. AID 651718. purified bovine MsrA, absorbance read-out. 360,000 tested, 0.75% active; in the data active = inhibition above about 4.5%;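 note: 0% = vehicle wells with enzyme and 100% = reference inhibitor wells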
# Rpn11 block: blocks the human proteasome subunit Rpn11 | O00487 | human 26S proteasome, Ub4-pepOG fluorescence polarization; 20S core pre-blocked with epoxomicin | calls only at 20 µM | 360,000 tested, 0.59% active;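 active = inhibition at 20 µM, scaled to each plate's controls, above about 33%, limit read from the data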
# SUMO1 PPI mod: modulators of human SUMO1-mediated protein-protein interactions; P63165; SUMO1 binding to a labelled peptide, TR-FRET, 1 h; inhibition, % at 20 µM; 360,000 tested, 0.33% active; AID 602429; in the data active = inhibition above about 37%
# Target sequence (P63165 whole entry, looked up): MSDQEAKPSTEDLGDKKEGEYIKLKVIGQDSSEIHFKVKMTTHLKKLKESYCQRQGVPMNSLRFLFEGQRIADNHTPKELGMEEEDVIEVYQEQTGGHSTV
# The depositor's hits bear a star; i = inactive; x = not tested or not shown. Hits appear at their usual frequency; about 3.9% have a hit in one of these screens.
No. | NadD block | Scp1 inh | CSN inh | LMPTP block | STEP inh | Tb MetRS inh | DNMT1 inh | MsrA inh | Rpn11 block | SUMO1 PPI mod | SMILES
1 | 1 | -9 | -2 | -0.4 | 1 | 0.0 | 0 | -0.5 | i | 1 | COc1ccc(NC(=O)C2CCN(C(=O)Nc3ccccc3)CC2)cc1S(=O)(=O)N(C)C
2 | 12 | 8 | -2 | -1.0 | 1 | -0.3 | 0 | 0.2 | i | 6 | CCc1ccc([C@@H]2CC=C(C(=O)O)[C@H](c3ccccc3F)N2S(=O)(=O)c2ccc(C)cc2)cc1
3 | 3 | 0 | -2 | 0.0 | -2 | 0.2 | -3 | -0.3 | i | 1 | Cc1nn(-c2ccccc2)c2c1C1(C(=O)N(C)c3ccccc31)N(c1ccccc1)C(=O)N2 (centres undefined)
4 | 1 | -9 | 1 | -0.3 | 1 | -0.1 | -4 | 0.4 | i | 1 | CC(=O)c1cccc(NC(=O)C(C)N2CCc3ccccc3C2)c1 (centres undefined)
5 | 1 | -3 | 1 | -0.6 | 5 | -0.7 | -1 | 0.2 | i | -6 | CCn1nnnc1NCc1c(OC)ccc2ccccc12
6 | 1 | -9 | 5 | -0.1 | 3 | 0.4 | 3 | 1.7 | i | 7 | Cc1csc(NC(=O)CN(C)S(=O)(=O)c2cccc3cccnc23)n1
7 | -3 | 36 | 8 | 0.9 | -1 | -0.5 | 6 | -0.7 | i | 5 | Cc1cc(C)cc(C(=O)OCC(=O)NCc2ccco2)c1
8 | 9 | -10 | -1 | -1.8 | -1 | -0.4 | -1 | -0.1 | i | 2 | NC1=NC(=O)/C(=C/c2c(OS(=O)(=O)c3ccc(Cl)cc3)ccc3ccccc23)S1
9 | 6 | -6 | -2 | 0.1 | -1 | -0.1 | -2 | -0.4 | i | -12 | CCN(CC(=O)NC1CCS(=O)(=O)C1)C(=O)c1ccc(OC)c([N+](=O)[O-])c1 (centres undefined)
10 | 0 | -3 | 0 | -2.3 | 2 | -0.1 | -1 | 0.4 | i | -6 | O=C(COC(=O)COc1ccccc1[N+](=O)[O-])NC1CCCCC1
11 | 3 | 7 | 0 | 7.1 | -3 | -0.8 | -1 | 0.7 | i | -2 | COc1ccccc1Nc1nc(-c2ccccc2)nc2ccccc12
12 | -2 | -11 | -2 | -0.2 | -2 | 0.0 | -1 | 1.1 | i | 5 | O=C(CCN1C(=O)[C@@H]2Cc3ccccc3CN2C1=O)NCc1ccc(Cl)cc1

# (listing goes on)
No. | NadD block | Scp1 inh | CSN inh | LMPTP block | STEP inh | Tb MetRS inh | DNMT1 inh | MsrA inh | Rpn11 block | SUMO1 PPI mod | SMILES
13 | -3 | x | 4 | 0.9 | 2 | -1.6 | 4 | 1.6 | i | -5 | CCCN(CCC)Cc1cc(=O)oc2cc(C)c(Cl)cc12
14 | -6 | 4 | 0 | -1.3 | -2 | -0.7 | 2 | -0.1 | i | -2 | O=C(Nc1ccccc1Oc1cccnc1)C1CCCN(C/C=C/c2ccccc2)C1 (centres undefined)
15 | -5 | -11 | -2 | -2.0 | 2 | -0.5 | 3 | 0.1 | i | -1 | CCN(CC)CCCNC(=O)C1c2ccccc2C(=O)N(C)C1c1ccc(OC)cc1 (centres undefined)
16 | -5 | -2 | -1 | 3.2 | 0 | -0.2 | 2 | 0.5 | i | 0 | CCCCn1c(SCC(=O)NC(=O)Cc2ccccc2)nc2ccccc2c1=O
17 | 0 | -1 | 7 | 1.0 | -2 | -1.3 | 3 | 2.0 | i | 6 | Cc1cc(C)nc(NS(=O)(=O)c2ccc(NC(=O)c3cccs3)cc2)n1
18 | 0 | -1 | -1 | -1.0 | 3 | -0.2 | 7 | -0.5 | i | -1 | COC(C/C=C/[C@@H](O)[C@H](C)OCc1ccccc1)OC
19 | 5 | x | 0 | -1.1 | 2 | 0.3 | -2 | -0.2 | i | 9 | O=C1[C@H]2[C@@H](c3ccccc3)N[C@]3(CCCN(CC4CCCCC4)C3=O)[C@H]2C(=O)N1Cc1ccccc1
20 | -1 | -6 | -1 | -2.3 | 0 | -0.1 | -2 | -0.3 | i | 22 | Cc1cccc(CSc2ncnc3nc[nH]c23)c1
21 | -3 | x | 2 | -0.8 | 0 | -0.2 | 3 | -0.8 | i | 1 | Nc1ncnn1Cc1ccccc1
22 | -2 | -6 | -5 | -1.2 | 1 | x | -1 | -0.3 | i | -21 | COC(=O)CNC(=O)c1cc(-c2ccncc2)nc2ccc(C)cc12
23 | -6 | -12 | -4 | -2.5 | 0 | 0.1 | 5 | -0.2 | i | 0 | Cc1cc(C)n(-c2cc(C(=O)O)cc(C(=O)O)c2)n1
24 | 3 | x | -1 | 2.5 | 0 | -0.2 | -2 | 0.3 | i | 2 | Cc1ccc(S(=O)(=O)NC(CC(=O)OCc2ccccc2)C(=O)OCc2ccccc2)cc1 (centres undefined)

# (next part)
No. | NadD block | Scp1 inh | CSN inh | LMPTP block | STEP inh | Tb MetRS inh | DNMT1 inh | MsrA inh | Rpn11 block | SUMO1 PPI mod | SMILES
25 | -1 | 0 | 3 | -1.0 | -1 | -0.3 | 1 | -0.3 | i | -3 | CC1(C(=O)O)CCC(C(=O)NC2CCCCCC2)C1(C)C (centres undefined)
26 | -1 | 2 | 5 | 0.2 | -1 | 0.0 | 16 | 0.1 | i | -3 | CCC(C(=O)NC1CCCC1)N(C(=O)Cn1nnc(-c2cccs2)n1)c1cnc2ccccc2c1 (centres undefined)
27 | 1 | x | -8 | -0.8 | x | -0.7 | x | 0.1 | x | 2 | CCC(=O)N1Cc2cc(C(=O)NCCOC)nc(-c3cccc(-c4ccc(C#N)cc4)c3)c2[C@H]1CCO
28 | -2 | -11 | 0 | -12 | 0 | -1.2 | -1 | 2.5 | i | -4 | CCCOc1ccc(N2C(=O)CC(NCCCN3CCC(C(N)=O)CC3)C2=O)cc1 (centres undefined)
29 | 6 | 5 | -6 | -0.8 | 2 | -0.2 | -10 | 0.1 | i | 1 | CC1Cc2ccccc2N1C(=O)CSc1ncc(-c2ccc(F)cc2)n1C (centres undefined)
30 | 3 | -13 | -7 | 0.1 | 0 | -0.3 | -6 | 0.2 | i | -3 | C=CCn1c(SCC(=O)Nc2ccccc2)nnc1-c1cccc(S(=O)(=O)N2CCOCC2)c1
31 | 2 | 9 | -2 | -1.9 | 0 | -0.7 | 4 | -0.5 | i | -2 | O=C(CSc1ccc2nnc(-c3ccccn3)n2n1)Nc1ccc(F)cc1F
32 | 1 | -1 | -10 | -0.8 | -1 | -0.4 | 0 | 1.8 | i | -2 | Cn1c(SCC(=O)Nc2cccnc2)nnc1-c1ccccc1F
33 | -4 | -14 | 3 | 0.3 | 2 | 0.3 | 1 | 1.0 | i | 6 | O=C(CN1CC(=O)Oc2ccccc21)OCC(=O)c1ccc(F)cc1
34 | 1 | -5 | -6 | 4.2 | 4 | -0.3 | 0 | 0.5 | i | -3 | CCC(C)Cn1c(C(C)C)nc2ccccc21 (centres undefined)
35 | 5 | 4 | 0 | -1.1 | -2 | -0.1 | -4 | 0.7 | i | 6 | Cc1ccc(-c2nnc(SCC(=O)N/N=C/c3ccccc3C(=O)O)n2C2CCCCC2)cc1
36 | 4 | 1 | 3 | -0.8 | 0 | -0.2 | 5 | -0.3 | i | 0 | O=C(NC1CC1)c1cccc(NC(=O)C2CCCCC2)c1
